Source: PubChem (NCI)
All columns: NCI-60 one-dose screen, growth in % after 48 h at 10 µM unless noted; 100 = growth as untreated, 0 = no growth, -100 = all killed.
NCI-H322M: NCI-H322M lung cancer; 2.7% of 80,000 active
COLO 205: COLO 205 colon cancer; 7.3% of 79,000 active; AID 1794742
KM12: KM12 colon cancer cells; 5% of 82,000 active
SW-620: SW-620 colon cancer; AID 1794795; 5.2% of 82,000 active
HT29: HT29 colon cancer; 7.4% of 81,000 active
NCI-H460: NCI-H460 lung cancer; 6.8% of 82,000 active; AID 1794736
NCI-H226: NCI-H226 lung cancer; 3.5% of 79,000 active; AID 1794732
HCT-15: HCT-15 colon cancer; 5.2% of 82,000 active
HCT-116: HCT-116 colon cancer | 7.3% of 82,000 active | AID 1794798
Starred values were filed as active, the others as inactive; · = no result given; & = joins results of further samples; ! = not confirmed by another sample; [ ] = another dose, or the depositor's remark. Rule for the calls: active = growth percent below 10; inactive = the rest.

SMILES	NCI-H322M	COLO 205	KM12	SW-620	HT29	NCI-H460	NCI-H226	HCT-15	HCT-116
CCN(CC)CCN1C(=O)c2cccc3c(-c4ccc(-c5nc6c7ccccc7c7ccccc7c6[nH]5)cc4)ccc(c23)C1=O	97.1	80.2	88.2	92.9	85.5	76.0	90.5	66.1	77.2
CN1CCN(Cc2ccc(NC(=O)c3cncc(C#Cc4[nH]nc5ncncc45)c3)cc2C(F)(F)F)CC1	75.1	16.5	10.5	31.6	25.8	64.3	55.0	65.4	17.7
Cc1nn(-c2ccc(Cl)cc2)c(C)c1N=Nc1ccc2oc(=O)ccc2c1	104.4	105.3	90.3	94.0	94.5	64.9	92.9	81.4	66.5
CC1CCC(C(C)(C)[N+](C)(C)C)CC1 (stereo not drawn)	106.2	105.6	99.7	105.3	97.8	107.0	100.0	98.1	98.4
COC(=O)c1ccc(CN2C(=O)NC3(C2=O)c2ccccc2-c2ccccc23)cc1	97.9	106.7	88.4	102.3	88.6	102.2	75.0	85.4	94.6
CSCCC1NC(=O)C(CC(N)=O)NC(=O)C2CCCN2C(=O)C2CSSCC(NC(=O)CNC(=O)C3CSSCC(NC(=O)CNC(=O)C(CCCNC(=N)N)NC1=O)C(=O)NCC(=O)NC(C(C)C)C(=O)NC1CSSCC(NC(=O)C(Cc4ccccc4)NC(=O)C(CCCNC(=N)N)NC(=O)C(NC(=O)CNC(=O)C(C)NC(=O)C4CCCN4C(=O)C(N)CC(N)=O)CSSCC(C(=O)NC(CCCCN)C(=O)NC(Cc4ccccc4)C(=O)O)NC1=O)C(=O)N3)C(=O)N2 (stereo not drawn)	112.6	115.1	108.2	109.2	106.3	102.1	105.7	100.5	102.4
O=c1/c(=C/c2ccccc2F)sc2ncnn12	93.0	101.2	98.3	122.6	93.0	106.7	110.0	69.5	73.1
COc1ccc(C2CC(c3cc(Cl)c(C)cc3O)=NN2c2ccc(S(N)(=O)=O)cc2)cc1OC (stereo not drawn)	80.0	34.9	29.2	72.8	52.1	18.2	60.6	40.5	25.0
CCOC(=O)C(=CNc1cccc(N(C)C)c1)C(=O)OCC	84.8	99.6	101.7	103.7	91.0	106.6	100.6	95.2	98.9
CC(C)(N)COS(=O)(=O)O	114.9	105.4	99.1	100.9	113.1	103.4	103.8	103.0	95.4
SCCNCc1ccco1	102.4	111.4	111.9	·	97.5	118.2	102.9	107.9	101.4
O=C1/C(=C\c2cccc(OCc3ccc(F)cc3)c2)N=C2SCCCN12	92.8	86.4	53.5	85.1	37.6	98.9	86.1	54.0	56.2
Oc1c(Cl)cc(Cl)cc1Sc1cc(Cl)cc(Cl)c1O	87.1&33.1&25.6	109.6&87.9&118.2	80.2&21.0&46.7	83.0&26.6&15.7	108.0&15.8&66.2	7.7*!	88.3&48.1&94.5	8.2*!	76.7&11.8&18.7
O=C(CCN1C(=O)CCC1=O)Nc1ncc(Cc2cccc(Cl)c2)s1	106.3	116.2	111.9	120.2	104.9	111.8	96.9	102.0	104.2
O=C(CNC(=O)c1ccccc1)c1ccccc1	100.5	124.2	117.5	·	91.5	124.1	111.0	110.5	108.7
N#Cc1c(-c2cccs2)cc(-c2cnccn2)nc1SCC(=O)N/N=C/c1ccccc1	63.5	66.2	33.2	8.8*	37.3	17.0	50.8	39.1	-23.6*
O=[N+]([O-])c1ccc(/C=C/CCOc2ccccc2)cc1	103.5	111.3	100.5	106.5	88.4	108.9	104.4	97.3	89.9
O=C1/C(=C/c2ccccc2)SC(=S)N1N1CCOCC1	105.1	105.4	107.3	103.0	106.3	107.8	94.2	105.7	107.5
O=c1oc2ccccc2cc1-c1nn(-c2ccccc2)cc1-c1nc2ccccc2[nH]1	·	104.3	95.8	98.5	90.1	93.6	97.2	93.1	77.2
O=C(NNc1nc2cc(F)ccc2n2c(CN3CC4(COC4)C3)ccc12)c1cnccn1	22.7	20.2	23.0	27.1	28.6	-7.7*	7.3*	33.1	22.0

One compound at a time (already shown). Order of screens: NCI-H322M, COLO 205, KM12, SW-620, HT29, NCI-H460, NCI-H226, HCT-15, HCT-116
CSCCC1NC(=O)C(CC(N)=O)NC(=O)C2CCCN2C(=O)C2CSSCC(NC(=O)CNC(=O)C3CSSCC(NC(=O)CNC(=O)C(CCCNC(=N)N)NC1=O)C(=O)NCC(=O)NC(C(C)C)C(=O)NC1CSSCC(NC(=O)C(Cc4ccccc4)NC(=O)C(CCCNC(=N)N)NC(=O)C(NC(=O)CNC(=O)C(C)NC(=O)C4CCCN4C(=O)C(N)CC(N)=O)CSSCC(C(=O)NC(CCCCN)C(=O)NC(Cc4ccccc4)C(=O)O)NC1=O)C(=O)N3)C(=O)N2 (stereo not drawn) across the screens: 112.6, 115.1, 108.2, 109.2, 106.3, 102.1, 105.7, 100.5, 102.4
N#Cc1c(-c2cccs2)cc(-c2cnccn2)nc1SCC(=O)N/N=C/c1ccccc1 across the screens: 63.5, 66.2, 33.2, 8.8*, 37.3, 17.0, 50.8, 39.1, -23.6*
CCN(CC)CCN1C(=O)c2cccc3c(-c4ccc(-c5nc6c7ccccc7c7ccccc7c6[nH]5)cc4)ccc(c23)C1=O across the screens: 97.1, 80.2, 88.2, 92.9, 85.5, 76.0, 90.5, 66.1, 77.2
COC(=O)c1ccc(CN2C(=O)NC3(C2=O)c2ccccc2-c2ccccc23)cc1 across the screens: 97.9, 106.7, 88.4, 102.3, 88.6, 102.2, 75.0, 85.4, 94.6

Taken from above:
Entry of CC1CCC(C(C)(C)[N+](C)(C)C)CC1 (stereo not drawn) under COLO 205: 105.6
Entry of N#Cc1c(-c2cccs2)cc(-c2cnccn2)nc1SCC(=O)N/N=C/c1ccccc1 under NCI-H460: 17.0
Entry of COC(=O)c1ccc(CN2C(=O)NC3(C2=O)c2ccccc2-c2ccccc23)cc1 under NCI-H322M: 97.9
Entry of CSCCC1NC(=O)C(CC(N)=O)NC(=O)C2CCCN2C(=O)C2CSSCC(NC(=O)CNC(=O)C3CSSCC(NC(=O)CNC(=O)C(CCCNC(=N)N)NC1=O)C(=O)NCC(=O)NC(C(C)C)C(=O)NC1CSSCC(NC(=O)C(Cc4ccccc4)NC(=O)C(CCCNC(=N)N)NC(=O)C(NC(=O)CNC(=O)C(C)NC(=O)C4CCCN4C(=O)C(N)CC(N)=O)CSSCC(C(=O)NC(CCCCN)C(=O)NC(Cc4ccccc4)C(=O)O)NC1=O)C(=O)N3)C(=O)N2 (stereo not drawn) under HCT-116: 102.4
Entry of COc1ccc(C2CC(c3cc(Cl)c(C)cc3O)=NN2c2ccc(S(N)(=O)=O)cc2)cc1OC (stereo not drawn) under SW-620: 72.8
Entry of O=c1oc2ccccc2cc1-c1nn(-c2ccccc2)cc1-c1nc2ccccc2[nH]1 under HT29: 90.1

Further records follow.
SMILES	NCI-H322M	COLO 205	KM12	SW-620	HT29	NCI-H460	NCI-H226	HCT-15	HCT-116
CC1(C)C2CCC(O)(C(=O)O)C1C2 (stereo not drawn)	95.9	126.9	118.2	115.1	110.2	116.2	113.0	113.9	117.3
CCCCNc1nc(NN2C(=O)c3cccc4cccc(c34)C2=O)nc(-n2cnc3ccccc32)n1	92.7	107.2	25.4	109.5	98.0	102.3	54.9	85.2	88.3
C=C(C)C(=O)N1CCN(C(=O)C(=C)C)c2ccccc21	105.8	113.1	114.8	100.6	100.7	108.3	101.2	104.9	100.0
CC(C)COC(=O)c1ccc(NC(=O)CNCCCN(C)C)cc1	91.1	·	100.2	98.2	61.3	98.0	86.8	90.7	82.3
Cn1c(=O)c2c(nc(Sc3nc(N)cc(=O)[nH]3)n2Cc2ccc(F)cc2)n(C)c1=O	97.5	106.2	97.8	97.3	100.8	98.6	91.9	96.7	99.6
COC(=O)[C@@H](Cc1ccc(O)cc1)n1cc(COC(=O)c2cccc3c(=O)c4ccccc4n(Cc4cn([C@H](Cc5ccc(O)cc5)C(=O)OC)nn4)c23)nn1	95.0	113.2	102.8	96.4	105.6	107.2	84.5	96.4	90.3
N=C(N)n1ncc2c1CCC/C2=N/N=C(N)N	96.9	109.4	88.0	103.2	103.0	108.2	103.8	109.6	95.5
O=C(CCN1C(=O)/C(=C/c2ccccc2)SC1=S)NCCCN1CCOCC1	98.6	107.6	97.7	98.5	109.4	100.6	93.8	87.3	96.1
COc1ccc2c(c1)oc1c(C)c3c(c(C)c12)C(=O)N(Cc1ccccc1)C3=O	101.6	115.2	101.5	86.6	95.6	89.8	100.2	92.7	65.0
CC(=O)c1ccc(NC(=O)CSc2nc3ccccc3c(=O)n2-c2ccccc2)cc1	96.1	108.8	94.9	105.2	113.4	99.4	·	100.9	100.2
CCN(c1ccccc1)S(=O)(=O)c1cc(N)ccc1C	100.7	103.5	106.5	100.4	98.3	103.9	93.0	102.2	94.5
CCCCCCOC(=O)C1=C(C)NC(=O)NC1c1ccccc1F (stereo not drawn)	104.9	103.2	·	97.6	92.0	99.6	89.8	97.0	99.1
COc1cccc(Nc2ncc3c(n2)CCc2cnc(Nc4cccc(OC)c4)nc2-3)c1	93.1	106.0	80.2	91.0	102.5	100.4	74.3	61.7	82.8
Nc1c(C(=O)Nc2cccc3ccccc23)sc2nc3c(cc12)CN(CCc1ccccc1)CC3	85.0	115.4	89.0	83.4	101.7	76.1	103.7	96.0	92.5
COC(=O)CN(C(C)=O)c1ccccc1C(=O)OC	105.7	108.1	103.3	98.2	103.9	103.6	95.7	102.1	102.0
C=C(C)[C@@H]1CC[C@]2(C)[C@H](C(=O)C=C3[C@@H]4C[C@](C)(C(=O)N5CCN(C)CC5)CC[C@]4(C)CC[C@]32C)[C@@]1(C)CCC#N	-98.6*[100 µM]	-69.4*[100 µM]	-80.2*[100 µM]	-80.0*[100 µM]	-53.2*[100 µM]	-89.9*[100 µM]	-68.4*[100 µM]	-88.2*[100 µM]	-70.7*[100 µM]
COc1cc(-c2cc(-c3cc(OC)c(OC)c(OC)c3)nc(N3CCOCC3)c2C#N)ccc1O	97.6	115.9	108.3	104.5	116.3	103.9	107.9	102.1	107.4
O=c1c2c3c(sc2n2c(=O)[nH]nc2n1Cc1ccccc1)CCCC3	88.4	102.1	95.9	108.3	97.2	102.1	88.2	101.8	95.3
CCC(C)(C)N(CC(=O)O)CC(=O)O	119.7	103.4	107.9	98.1	104.3	105.1	99.9	100.4	97.0
S=C(S)Nc1ccc(Cc2ccc(NC(=S)S)cc2)cc1	100.7	114.7	93.9	99.4	102.7	103.3	81.9	96.6	107.2
CC1=Nc2cnc(Nc3cccc(S(=O)(=O)N4CCC(O)CC4)c3)nc2Nc2ccccc21	84.2	101.0	83.3	95.3	98.9	99.7	75.5	82.4	84.3
COc1cc([N+](=O)[O-])c(C)cc1NC(=O)c1ccc(OC)c(OC)c1	85.4	108.0	102.5	100.1	95.4	98.6	104.9	100.9	106.8
Fc1ccc(-c2nn3c(-c4cc(C(F)(F)F)cc(C(F)(F)F)c4)nnc3s2)cc1	56.3	73.1	77.5	65.8	40.2	4.2*	6.1*	89.7	-17.3*
O=C(CC1(O)C(=O)Nc2c(Cl)ccc(Cl)c21)c1ccc(Cl)cc1 (stereo not drawn)	102.1	98.1	101.0	106.8	108.4	105.5	92.3	103.1	87.8
COc1cc(/C=C2\C(=O)N(CC(O)COc3cc(O)c4c(=O)cc(-c5ccccc5)oc4c3)c3ccccc32)cc(OC)c1O (stereo not drawn)	96.5	112.9	82.0	89.9	88.2	85.0	99.7	59.1	78.4
CC1Cc2c(NCc3ccccc3)ncnc2N(C)c2ccc(Cl)cc21 (stereo not drawn)	89.1	71.6	53.0	32.2	24.4	55.8	74.0	47.5	34.8
COC(=O)C1=CCC[C@@H]2[C@@](C)(CC(=O)c3ccoc3)[C@H](C(=O)OC)CC[C@@]12C	127.8	99.0	124.8	96.5	92.4	108.8	100.5	105.1	91.9
N#Cc1c(-c2ccc(Cl)cc2)nc(SCc2ccccc2)nc1N1CCOCC1	102.6	114.3	93.6	99.2	93.5	91.6	92.4	90.0	90.0
CCOc1ccc(NC(=S)/N=C/c2c(O)cc(C)oc2=O)cc1	103.5	109.6	100.8	94.5	104.4	101.0	91.3	111.8	97.0
Cc1c(Br)c(=O)n(-c2ccccc2)n1C	103.2	110.9	101.8	102.3	103.4	114.9	115.3	94.2	106.9
C[C@]1(CO)O[C@@H](n2cc(F)c(=O)[nH]c2=O)C[C@@H]1O	78.5	39.5	62.2	55.6	42.1	13.7	53.1	64.1	33.1
Cc1ccc(S(=O)(=O)C2=C3C(=C(c4ccccc4)c4ccccc43)CN(S(=O)(=O)c3ccc(C)cc3)C2)cc1	93.8	71.3	64.1	-17.7*	·	63.8	79.1	39.0	8.4*

Molecules from the list above with a COOH group, in the order listed:
SMILES	NCI-H322M	COLO 205	KM12	SW-620	HT29	NCI-H460	NCI-H226	HCT-15	HCT-116
CSCCC1NC(=O)C(CC(N)=O)NC(=O)C2CCCN2C(=O)C2CSSCC(NC(=O)CNC(=O)C3CSSCC(NC(=O)CNC(=O)C(CCCNC(=N)N)NC1=O)C(=O)NCC(=O)NC(C(C)C)C(=O)NC1CSSCC(NC(=O)C(Cc4ccccc4)NC(=O)C(CCCNC(=N)N)NC(=O)C(NC(=O)CNC(=O)C(C)NC(=O)C4CCCN4C(=O)C(N)CC(N)=O)CSSCC(C(=O)NC(CCCCN)C(=O)NC(Cc4ccccc4)C(=O)O)NC1=O)C(=O)N3)C(=O)N2 (stereo not drawn)	112.6	115.1	108.2	109.2	106.3	102.1	105.7	100.5	102.4
CC1(C)C2CCC(O)(C(=O)O)C1C2 (stereo not drawn)	95.9	126.9	118.2	115.1	110.2	116.2	113.0	113.9	117.3
CCC(C)(C)N(CC(=O)O)CC(=O)O	119.7	103.4	107.9	98.1	104.3	105.1	99.9	100.4	97.0
